TrxR1 substrate: qHTS Assay for Substrates of Mammalian Selenoprotein Thioredoxin Reductase 1 (TrxR1): qHTS | Thioredoxin reductase 1, cytoplasmic (Rattus norvegicus), O89049 | purified TrxR1 substrate turnover, NADPH consumption readout | Potency, µM (highest dose often 114 µM), for the others: top-dose activity change, negative = substrate turnover | 0.01% of 390,000 active | AID 588456, 2011; also: potency is read from the fitted curve at half-maximal effect; % is scaled to controls: 0 for no effect and ±100 for the full control effect; nearly all actives have a fitted effect of over 50% in size
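Rat TrxR1, dispensed at 90 nM, was prereduced with 400 uM NADPH (final) for 5 min at ~22 deg C, then incubated with compound 15 min before 400 uM selenite. A first-read NADPH fluorescence drop versus no-compound background flagged substrates.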
IDH1 R132H inh: qHTS for Inhibitors of mutant isocitrate dehydrogenase 1 (IDH1): qHTS; Isocitrate dehydrogenase [NADP] cytoplasmic (Homo sapiens), O75874; 0.093% of 390,000 active; IDH1-R132H enzyme, NADPH consumption, diaphorase/resazurin fluorescence; AID 602179, 2012; Potency, µM (doses to about 76.6 µM), for inactives: top-dose activity change, negative = inhibition, actives largely listed as inhibitors; also: potency is read from the fitted curve at half-maximal effect; % is scaled to controls: 0 for no effect and ±100 for the full control effect; nearly all actives have a fitted effect of over 65% in size
Target sequence (O75874 whole entry R132H, stated change not applied): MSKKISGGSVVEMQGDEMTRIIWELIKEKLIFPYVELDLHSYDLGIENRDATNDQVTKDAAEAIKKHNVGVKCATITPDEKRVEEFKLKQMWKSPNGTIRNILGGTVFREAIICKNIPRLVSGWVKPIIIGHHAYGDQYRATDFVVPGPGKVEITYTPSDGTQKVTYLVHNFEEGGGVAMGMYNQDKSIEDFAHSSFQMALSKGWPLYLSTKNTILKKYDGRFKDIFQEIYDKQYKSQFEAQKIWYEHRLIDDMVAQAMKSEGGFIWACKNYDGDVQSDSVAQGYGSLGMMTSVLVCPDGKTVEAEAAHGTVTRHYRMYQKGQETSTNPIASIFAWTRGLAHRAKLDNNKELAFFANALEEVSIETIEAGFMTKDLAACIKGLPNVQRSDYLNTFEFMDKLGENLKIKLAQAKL
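IDH1-R132H (0.5 ug/mL) preincubated 30 min with compound, then NADPH (0.016 mM) and alpha-KG (2 mM) added; 80 min at RT, pH 7.5. Remaining NADPH coupled via diaphorase/resazurin to fluorescence (540/590 nm); concentration-response curves normalized to no-enzyme control.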
Pin1 inhibitor: qHTS Assay to Find Inhibitors of Pin1 | Peptidyl-prolyl cis-trans isomerase NIMA-interacting 1 (Homo sapiens), Q13526 | Pin1 FP peptide displacement, HiFluor488, 10 min | Potency, µM (series often up to 115 µM), without a hit: at the top dose activity, negative = inhibition, usual class: inhibitors | 0.009% of 390,000 active | AID 504891, 2011; active = well fitted inhibition curve with a large enough effect in the polarisation, with a control signal flat, not every such curve was filed as active; inconclusive = small, poorly fitted or top-dose-only effect, or effect the other way, or a change in a side signal; inactive = no such curve, though single readings can be large or run the other way; the % refers to the polarisation; also: potency is read from the fitted curve at half-maximal effect; % is scaled to controls: 0 for no effect and ±100 for the full control effect
Target sequence (Q13526 whole entry, looked up): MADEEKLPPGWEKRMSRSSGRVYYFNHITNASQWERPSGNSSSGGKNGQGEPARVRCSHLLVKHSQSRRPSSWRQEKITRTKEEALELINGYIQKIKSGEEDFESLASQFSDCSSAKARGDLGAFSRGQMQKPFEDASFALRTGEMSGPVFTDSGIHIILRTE
TRHR enhancer: qHTS for Small Molecule Agonists and Allosteric Enhancers of Human TRH Receptor: Primary Screen for Enhancers. Thyrotropin-releasing hormone receptor (Homo sapiens), P34981. TRHR cells, fluo-8 calcium fluorescence, EC20 TRH enhancement. enhancement, % at 2 µM. 0.66% of 360,000 active; in the data active = enhancement above about 30%; also: 0% is about no effect
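TRHR-expressing cells loaded with fluo-8 calcium dye were read kinetically (ex 480/em 530) during compound addition, then stimulated with an EC20 of TRH (10 nM final). Enhancement of the Gq-mediated intracellular calcium response was scored.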
TRHR ag: qHTS for Small Molecule Agonists and Allosteric Enhancers of Human TRH Receptor: Primary Screen for Agonists. Thyrotropin-releasing hormone receptor (Homo sapiens), P34981. TRHR cells, calcium flux fluo-8, FDSS agonist mode. activation, % at 2 µM. 0.18% of 360,000 active. AID 493084, 2011; in the data active = activation above about 30%; also: 0% is about no effect
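TRHR-expressing cells, plated overnight in medium with 10% serum, were loaded with fluo-8 calcium dye at room temperature. After a 10 s baseline, library compound was pin-added and calcium release was recorded kinetically (ex 480/em 530) as agonist response.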
D2 ag: HTS Assay for Allosteric Agonists of the Human D2 Dopamine Receptor: Primary Screen for Agonists; HEK293 T-REx D2 cells, calcium flux agonist mode; AID 485358, 2010; D(2) dopamine receptor (Homo sapiens), P14416; 0.53% of 340,000 active; activation, % at 2 µM;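 active = activation over 3 SD above normal in the single-dose calcium agonist read, cut at about 30% in these data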; also: 0% is about no effect
Target sequence (P14416 whole entry, looked up): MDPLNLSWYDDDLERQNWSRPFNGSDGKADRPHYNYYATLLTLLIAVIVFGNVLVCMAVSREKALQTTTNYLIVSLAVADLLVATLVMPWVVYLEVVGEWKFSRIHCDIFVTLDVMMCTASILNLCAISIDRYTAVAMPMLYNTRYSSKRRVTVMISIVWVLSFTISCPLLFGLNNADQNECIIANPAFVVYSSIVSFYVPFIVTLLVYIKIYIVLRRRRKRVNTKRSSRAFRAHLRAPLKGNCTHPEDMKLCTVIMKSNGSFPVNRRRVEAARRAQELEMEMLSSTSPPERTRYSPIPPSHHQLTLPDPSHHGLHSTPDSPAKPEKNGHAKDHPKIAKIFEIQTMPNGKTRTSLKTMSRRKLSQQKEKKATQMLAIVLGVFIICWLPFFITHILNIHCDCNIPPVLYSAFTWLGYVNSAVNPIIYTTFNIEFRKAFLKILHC
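Agonism scored from kinetic calcium signal (1 read/sec, 180 s) following compound pin transfer, after a 10 s baseline. Cells: HEK293 Trex line expressing inducible D2 receptor coupled to calcium, dye-loaded after overnight culture at 30 C.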
D2 antagonist: HTS Assay for Allosteric Antagonists of the Human D2 Dopamine Receptor: Primary Screen for Antagonists. D(2) dopamine receptor (Homo sapiens), P14416. HEK293 TREx D2 cells, calcium flux, dopamine EC80. inhibition, % at 10 µM. 2% of 340,000 active. AID 485344, 2010; in the data active = inhibition above about 30%; also: 0% is about no effect
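Tetracycline-induced HEK293 TREx cells expressing D2 receptor forced-coupled to calcium signalling, loaded with no-wash calcium dye. Compounds added and calcium flux read 180 s, then dopamine added at EC80 and read a further 180 s.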
USP1-UAF1 inh: Inhibitors of USP1/UAF1: Primary Screen | AID 743255, 2014 | Potency, µM (doses to about 57.1 µM), for the others: top-dose activity change, negative = inhibition, actives largely listed as inhibitors | recombinant USP1/UAF1, Ub-Rhodamine cleavage fluorescence | 0.23% of 390,000 active | Ubiquitin carboxyl-terminal hydrolase 1 (Homo sapiens), O94782; also: potency is read from the fitted curve at half-maximal effect; % is scaled to controls: 0 for no effect and ±100 for the full control effect; nearly all actives have a fitted effect of over 60% in size; inactives centre near -12
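Step one: compound is pinned into 1nM USP1/UAF1 in HEPES pH 7.8 buffer with TCEP. Step two: 15 min room-temperature incubation. Step three: Ub-Rho (150nM final) starts cleavage, tracked by fluorescence over six one-minute reads.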
TrxR1 inh: qHTS Assay for Inhibitors of Mammalian Selenoprotein Thioredoxin Reductase 1 (TrxR1): qHTS | recombinant rTrxR1, NADPH fluorescence consumption, selenite substrate | AID 588453, 2011 | 1% of 390,000 active | Potency, µM (titrated, usually from 114 µM), for the others: top-dose activity change, negative = inhibition, hits mostly inhibitors | Thioredoxin reductase 1, cytoplasmic (Rattus norvegicus), O89049; also: potency is read from the fitted curve at half-maximal effect; % is scaled to controls: 0 for no effect and ±100 for the full control effect; nearly all actives have a fitted effect of over 65% in size
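Rat TrxR1 (90 nM in the dispensed reagent) was pre-reduced with 400 uM NADPH for 5 min at room temperature, then incubated with compound for 15 min. After 400 uM selenite was added, NADPH fluorescence (Ex 340/Em 450 nm) was followed for 8 min.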
Numbers without * were called inactive; ? = inconclusive; . = not tested or not shown; & = joins results of further samples; [ ] = another dose, or the depositor's remark. Unless noted, calls follow the shape of the dose curve; as a rule, active = well fitted inhibition curve with a large enough effect; inconclusive = small, poorly fitted or top-dose-only effect; inactive = no such curve, though single readings can be large or run the other way. The list is partial; rates above refer to the full screens.

canonical_smiles,TrxR1 substrate,IDH1 R132H inh,Pin1 inhibitor,TRHR enhancer,TRHR ag,D2 ag,USP1-UAF1 inh,D2 antagonist,TrxR1 inh
O=C1C2C3C=CC(C4CC34)C2C(=O)N1c1cccc2ccccc12 (configuration not stated),0%,-1%,-2%,6,0.1,0.9,-12%,7,17%
CCCn1c(N)c(N(CCOC)C(=O)CSCC(=O)Nc2cccc(C)c2)c(=O)[nH]c1=O,4%,2%,-6%,-1,0.2,0.0,-21%,9,3%
CC(=O)Nc1ccc(S(=O)(=O)N2CCC(NC(=O)C(Cc3cccc(F)c3)NC(C)=O)CC2)cc1 (configuration not stated),6%,-6%,6%,-1,0.3,0.7,-9%,-1,-11%
CN(C(=O)c1cccc(NC(=O)Cc2ccc(NC(=O)C3CCN(S(=O)(=O)c4cccc([N+](=O)[O-])c4)CC3)cc2)c1)C1CCCCC1,-8%,-11%,40%[activator],.,.,.,-20%,.,9%
O=C(NNC(=S)Nc1ccccc1)c1ccco1,8%,2%,5%,-1,0.8,.,-10%,.,4%
Cc1cc(CNC(=O)COc2ccccc2)c2ccccc2n1,5%[57.1 µM],17%,4%,-5,-0.3,-0.5,-4%,2,20%[57.1 µM]
CCn1c(C(=O)NCc2ccccn2)cc2sccc21,0%,15%,-3%,1,-0.2,0.7,-9%,-6,14%
O=C1NC(=O)/C(=C\c2cn(CC(=O)N3CCOCC3)c3ccccc23)S1,-8%,-2%,-2%,8,0.9,1.0,-19%,0,1%
COCCN(CC(=O)Nc1cccc(C)c1C)C(=O)CN1C(=O)NC2(CCCCC2)C1=O,-1%,3%,-7%,2,0.2,0.1,-16%,9,8%
Cc1cccc(C(=O)NCC(=O)N2CCN(c3ccc(Cl)cc3)CC2)c1,13%,3%,0%,-6,-0.2,.,-15%,.,7%
COc1ccc(N(C(C)C(=O)N2CCC(Cc3ccccc3)CC2)S(C)(=O)=O)cc1 (configuration not stated),-3%[57.1 µM],7%,-5%,3,-0.5,-0.2,-11%,-20,24%[57.1 µM]
CCCCn1c(=O)[nH]c2nc3cc(NC(C)=O)ccc3nc2c1=O,5%[57.1 µM],22%,?,-5,11,4.0,-2%,3,-2%[57.1 µM]
CC(=O)Nc1ccc(OC(=O)c2cc([N+](=O)[O-])ccc2Cl)cc1,-8%,-4%,0%,-8,0.2,0.0,-8%,2,-5%
CC(C)CCn1nc(C(=O)OC(C)C(=O)NC(N)=O)c2ccccc2c1=O (configuration not stated),1%,4%,2%,3,-0.4,-0.4,-15%,-5,11%
CCc1cccc(CC)c1NC(=O)C1CC(=O)N(c2ccc3c(c2)OCCO3)C1 (configuration not stated),-2%,4%,1%,-4,-0.3,-0.3,4%,14,4%
CCc1cccc(C)c1NC(=O)CN(C)S(=O)(=O)c1cccc2nsnc12,-6%,2%,7%,-1,0.4,0.2,3%,.,6%
Cc1ccccc1NC(=O)C1Cc2ccccc2CN1C(=O)OCc1ccccc1 (configuration not stated),-9%,7%,6%,-2,-0.4,-0.6,-20%,-29,-10%
Cc1ccc(NC(=O)COc2ccc(Br)cc2C)cc1,-14%,2%,5%,0,0.5,0.2,-5%,12,-14%
CCCNC(=O)C(=O)NCC1CCCN1CC (configuration not stated),5%[57.1 µM],21%,-4%,27,0.4,0.2,-15%,-4,17%[57.1 µM]
CCOc1ccc(CCNC(=O)c2cn(C)c3ccc(S(=O)(=O)N4CCCCCC4)cc3c2=O)cc1OCC,-8%,29%,-8%,-5,-0.2,0.2,?,.,7%
Cc1ccc(C(C)C)c(OCCNC(=O)c2cncc(Br)c2)c1,-6%,3%,?,-9,0.1,-0.1,0%,-7,9%
N#CCCN(CCC#N)C(=O)c1ccc(Cl)cc1,6%,-1%,3%,4,0.1,.,-15%,.,21%
Oc1c(Cl)cc(Cl)cc1CNc1nccs1,3%,2%,1%,-6,0.7,-0.2,-21%,5,15%
O=C(CS(=O)(=O)Cc1ccccc1)Nc1ccc(S(=O)(=O)N2CCCCCC2)cc1,5%[57.1 µM],7%,-2%,1,0.3,-0.9,-19%,-21,11%[57.1 µM]
O=C(NC1CCCC1)C(c1ccccn1)N(C(=O)c1csnn1)C1CCCC1 (configuration not stated),-3%,0%,-1%,9,0.6,-0.4,-3%,-2,-4%
Cc1cc(C(=O)Nc2sc3c(c2C#N)CCCCC3)cs1,36%[activator],5%,4%,5,-0.7,-0.3,-17%,2,10%
CC(C)CNS(=O)(=O)c1ccc(CCC(=O)O)cc1,-3%,0%,2%,-4,1.4,0.8,4%,11,0%
CC(C)(C)N(Cc1cc2ccccc2[nH]c1=O)C(=O)C1CCCCC1,-9%,3%,-2%,-8,-1.1,2.1,-4%,0,-10%
CC(C)Cc1cc(C(C)(C)C)ccc1OC(=S)N(C)C,-7%,11%,3%,1,0.1,-0.5,-17%,16,-4%
CN(C)/N=C/C=C1\CCC/C(=C/c2cccs2)C1=O,2%,20%,?,2,3.4,3.2,-14%,7,-24%
Cc1ccc(NC(=O)C(C)N2C(=O)C3CC=C(Cl)CC3C2=O)cc1 (configuration not stated),7%[57.1 µM],4%,-8%,-2,-0.1,0.4,-5%,20,-12%[57.1 µM]
COC(CN(C(=O)CCl)C(C(=O)NC1CCCCC1)c1ccccc1C)OC (configuration not stated),2%,0%,-4%,0,0.2,0.5,-17%,-4,40µM*
CCc1cccc(OCC(=O)Nc2ccc(S(=O)(=O)Nc3ccccn3)cc2)c1,5%,13%,5%,1,-0.6,-1.1,-16%,-4,11%
C[C@H](NC(=O)OCc1ccccc1)c1nnc([C@H](C)NC(=O)OCc2ccccc2)o1,8%[57.1 µM],-9%,-5%,7,-0.6,-0.2,-29%,38*,-3%[57.1 µM]
Cc1ccc2c(c1)C(C)CC(C)(C)N2C(=O)CN1CCN(C)CC1 (configuration not stated),-1%,3%,-14%,0,0.9,-1.0,-6%,36*,6%
Cc1nc2cc(NC(=O)COc3ccccc3C#N)ccc2n1-c1ccccc1,-9%,0%,13%,-5,0.9,0.0,0%,-7,-4%
CSc1nnc(-c2ccc(F)cc2)o1,-8%,-1%,-6%,8,0.3,.,-20%,.,12%
COC(=O)c1ccc(NC(=O)CSc2nncc3ccc(OC)c(OC)c23)cc1,-10%,9%,3%,-1,-0.5,-0.3,-4%,-8,3%
CC1(C)Cc2c(sc(NC(=O)c3ccco3)c2C#N)CO1,-12%,4%,-7%,-3,-0.5,-0.3,-20%,13,-19%
COc1ccc(CCNC(=O)C(=O)NCC(c2cccs2)S(=O)(=O)c2ccc(F)cc2)cc1 (configuration not stated),2%[57.1 µM],18%,10%,-4,0.4,1.1,-26%,.,7%[57.1 µM]
C(=N\Nc1ccc2ccccc2n1)/c1ccc2c(c1)OCCO2,28%,8%,12%,0,0.0,2.4,-17%,-3,18%
CCC(C(=O)OCC(=O)N(CC)c1c(N)n(Cc2ccccc2)c(=O)[nH]c1=O)c1ccccc1 (configuration not stated),5%,2%,0%,-2,1.0,-0.2,-23%,6,31%[activator]
COC(=O)CNc1nc(-c2cccnc2)nc2ccccc12,-4%,2%,?,2,0.5,-0.6,-1%,13,-10%
COc1ccc(OC)c(-c2cc(C(=O)NCCN3CCOCC3)no2)c1,-20%,6%,-12%,-10,0.3,0.2,0%,6,-23%
COc1ccc2cc3cc(C(=O)NC4CC4)sc3nc2c1,110%[activator],-3%,0%,-3,0.5,0.0,-20%,-23,139%[activator]
CC1=Nn2c(nnc2-c2cccs2)SC1,-14%,2%,-9%,8,2.6,0.8,-19%,-9,-15%
Cc1ccc(-c2csc3n[nH]c(=S)n23)cc1,-4%&-5%,7%,0%&-1%,0,0.2,-0.5,-23%,-12,?
O=C(CCCCCn1c(=S)[nH]c2cc3c(cc2c1=O)OCO3)N1CCN(c2ccccc2)CC1,-7%,8%,1%,-4,-0.2,-0.7,-17%,14,-7%
CC(=O)N1CCc2cc(CNC(=O)c3ccccc3Br)ccc21,0%[57.1 µM],15%,-4%,1,0.1,.,?,.,5%[57.1 µM]

Some of these compounds in order of the TRHR enhancer value, smallest number first:
SMILES	TRHR enhancer
O=C(CCCCCn1c(=S)[nH]c2cc3c(cc2c1=O)OCO3)N1CCN(c2ccccc2)CC1	-4
COC(=O)CNc1nc(-c2cccnc2)nc2ccccc12	2
CC1=Nn2c(nnc2-c2cccs2)SC1	8
